# Screening data deposited in PubChem by several laboratories.
# SR-BI DiI inh = inhibitors of SR-BI mediated HDL lipid uptake, primary screen, ldlA[mSR-BI] cells, fluorescence, single point; Scavenger receptor class B member 1 (Mus musculus), Q61009; ldlA[mSR-BI] CHO cells, DiI-HDL uptake fluorescence, 3 h; inhibition, % at 12.5 µM; 320,000 compounds, 0.96% hits; AID 488896, 2010;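 active means mean replicate inhibition of at least 70% and a set share of replicates each scoring 70 or more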;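 further: 0% = median of neutral control wells and 100% = median of positive control wells; values of inactives mirror those of a sister screen read the other way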
# Rtt109 HAT inh = inhibitors of C. albicans Rtt109/Vps75 HAT, primary screen, biochemical, ThioGlo CoA-SH fluorescence, plate reader. Histone acetyltransferase RTT109 (Candida albicans (strain SC5314 / ATCC MYA-2876)), …. purified Rtt109/Vps75, 4 h. inhibition, % at 34.9 µM. 330,000 compounds, 0.16% hits. AID 540336, 2011;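 active means inhibition of at least 50% in every replicate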
# Target sequence (Q5AAJ8 whole entry, looked up): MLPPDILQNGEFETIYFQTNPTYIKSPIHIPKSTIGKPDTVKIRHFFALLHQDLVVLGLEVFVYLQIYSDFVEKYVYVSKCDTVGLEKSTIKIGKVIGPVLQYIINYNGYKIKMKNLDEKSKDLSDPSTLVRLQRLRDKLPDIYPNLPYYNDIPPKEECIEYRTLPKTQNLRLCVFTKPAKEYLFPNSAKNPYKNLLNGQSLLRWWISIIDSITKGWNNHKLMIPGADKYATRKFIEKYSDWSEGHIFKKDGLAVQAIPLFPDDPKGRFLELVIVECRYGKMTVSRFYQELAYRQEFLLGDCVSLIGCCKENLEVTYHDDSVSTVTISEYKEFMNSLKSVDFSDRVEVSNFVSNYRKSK
# HTR5A ag ctr = HTR5A agonists in luminescence cell assay, primary screen, counter-screen for OPRM1-OPRD1 heterodimer agonist project, full-deck HTS | 5-hydroxytryptamine receptor 5A (Homo sapiens), P47898 | cell-based | activation, % at 9.3 µM | 340,000 compounds, 0.61% hits | AID 504692, 2011; in the data active means activation mostly above about 9.5%, no sharp cut-off; inactive means mostly below about 7.6%;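 further: 0% = cells with vehicle only and 100% = reference agonist; strong numbers were not always called active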
# Target sequence (P47898 whole entry, looked up): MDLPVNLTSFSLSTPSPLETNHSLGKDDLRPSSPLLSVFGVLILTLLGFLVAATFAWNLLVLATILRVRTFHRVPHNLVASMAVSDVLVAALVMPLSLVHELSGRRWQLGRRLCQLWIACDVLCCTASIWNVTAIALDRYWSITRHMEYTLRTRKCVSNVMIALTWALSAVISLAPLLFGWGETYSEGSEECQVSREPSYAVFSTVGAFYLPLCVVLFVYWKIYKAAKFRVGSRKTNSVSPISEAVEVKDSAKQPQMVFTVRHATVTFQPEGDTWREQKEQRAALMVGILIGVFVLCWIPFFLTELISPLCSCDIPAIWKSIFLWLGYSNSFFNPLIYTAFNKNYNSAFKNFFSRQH
# CDK5 p35 inh = inhibitors of human CDK5/p35 kinase, primary screen, biochemical, single concentration; Cyclin-dependent kinase 5 (Homo sapiens) + Cyclin-dependent kinase 5 activator 1 (Homo …; Recombinant CDK5/p35, ADP-Glo luminescence, 60 min; inhibition, % at 10 µM; 330,000 compounds, 0.01% hits; AID 488839, 2010;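 active means highest replicate inhibition of at least 50% and at least 75% of replicates reaching 50%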;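 further: plate controls were DMSO neutral control for no effect and GW8510 at 10 µM for full effect; many of its hits are not listed in these tables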
# MITF TRPM1 HTS = activators of MITF-driven TRPM1 promoter reporter, primary screen, cell-based, SK-MEL-5, luciferase, single point. SK-MEL-5 TRPM1-promoter luciferase, 24 h; % of positive control, neutral wells = 0. activation, % at 12.5 µM. 300,000 compounds, 0.75% hits. AID 588334, 2011;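 active means mean activation of at least 80% with every replicate also reaching 80%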;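 further: 0% = neutral control wells and 100% = parthenolide positive control wells; values of inactives mirror those of a sister screen read the other way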
# SR-BI DiI-HDL act = activators of SR-BI mediated DiI-HDL uptake, primary screen, ldlA[mSR-BI] CHO cells, DiI fluorescence; activation, % at 12.5 µM; 320,000 compounds, 0.096% hits; 3 h; 100 = double the neutral-control signal;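 active means mean replicate activation of at least 60% and every replicate at or above 60%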;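 further: 0% = median plate neutral-control signal and 100% = twice that signal; values of inactives mirror those of a sister screen read the other way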
#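 Material: SR-BI-overexpressing, LDLR-lacking CHO cells; schedule: compound exposure 3 h, 37 °C; reagent: DiI-labelled HDL at 10 µg/mL final; technique: bottom-read fluorescence, 550/595 nm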
# dFosB act = activators of delta FosB homodimer, primary screen, biochemical, fluorescence polarization, TAMRA-CDK5 oligo, single point | Protein FosB (Mus musculus), P13346 | purified delta FosB; percent of positive-control signal above neutral wells | activation, % at 25 µM | 340,000 compounds, 0.99% hits | AID 493131, 2011;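 active means mean activation above about 17%, with every replicate also reaching it, limit read from the data, passing the limit was not always enough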;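 further: fluorescence polarization rise as delta FosB binds a TAMRA Cdk5 AP-1 oligo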
# Target sequence (P13346 whole entry, looked up): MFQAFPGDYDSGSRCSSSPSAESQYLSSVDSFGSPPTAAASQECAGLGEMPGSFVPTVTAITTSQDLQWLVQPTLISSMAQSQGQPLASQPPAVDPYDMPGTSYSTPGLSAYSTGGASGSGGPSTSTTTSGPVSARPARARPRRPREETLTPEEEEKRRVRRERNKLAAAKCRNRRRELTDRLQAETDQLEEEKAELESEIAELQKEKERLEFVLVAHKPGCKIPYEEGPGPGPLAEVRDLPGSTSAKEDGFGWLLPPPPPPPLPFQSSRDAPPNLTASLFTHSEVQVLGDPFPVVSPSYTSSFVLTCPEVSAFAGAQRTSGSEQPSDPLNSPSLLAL
# RTF Ca sens act = cardiac RTF calcium sensitivity activators, primary screen, biochemical, IANBD-TnC fluorescence, EC20 calcium | Troponin I, cardiac muscle (Homo sapiens) + Troponin T, cardiac muscle (Homo sapiens) + … | IANBD-labeled TnC RTF fluorescence at EC20 calcium; 0% EC20 calcium, 100% full calcium | activation, % at 7.2 µM | 340,000 compounds, 0.24% hits | AID 493008, 2010;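 active means activation above the mean over all tested compounds plus 3 SD, cut at about 30% in these data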;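 further: rise in fluorescence read as greater calcium sensitivity of cardiac thin filaments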
# PvdQ inh = P. aeruginosa PvdQ acylase inhibitors, primary screen, biochemical, fluorescence, plate reader and imaging, single point; PvdQ acylase [Pseudomonas aeruginosa LESB58]; inhibition, % at 10 µM; purified PvdQ acylase; 340,000 compounds, 0.063% hits; in the data active means inhibition above about 30%, passing the limit was not always enough;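 further: 0% = vehicle neutral wells and 100% = reference inhibitor wells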
# Wnt bcat act = Wnt/beta-catenin pathway activators, primary screen, cell-based, plate reader, single point | Wnt/beta-catenin reporter cell assay, activator | activation, % at 9.35 µM | 300,000 compounds, 1.2% hits | AID 743398, 2014; in the data active means activation above about 30%, passing the limit was not always enough;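 further: 0% = neutral control wells and 100% = positive control wells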
# Numbers without * were called inactive; . = no result given.
# Results follow in this order: SR-BI DiI inh, Rtt109 HAT inh, HTR5A ag ctr, CDK5 p35 inh, MITF TRPM1 HTS, SR-BI DiI-HDL act, dFosB act, RTF Ca sens act, PvdQ inh, Wnt bcat act
Cc1ccc(-c2n[nH]c(=O)c3ccccc23)cc1S(=O)(=O)N(C)C
    3.9, -1.3, 2.2, -0.7, ., -3.9, -2.9, -5.8, -12.1, -4.0
Cc1nc(C)c(C(=O)C2=C(O)C(=O)N(CCCn3ccnc3)C2c2ccc(Cl)cc2)s1 (stereo not drawn)
    -23.9, 10.9, 6.6, 0.2, 1.8, 23.9, -2.5, -0.3, -14.3, .
COc1ccc(-c2ccc(N)cn2)cn1
    -0.8, -2.7, 8.5, 1.8, 42.3, 0.8, -2.0, -2.7, -12.6, 2.2
CCSc1nnc(NS(=O)(=O)c2ccc(OC)cc2)s1
    3.3, -1.5, -0.6, 0.1, 1.5, -3.3, -3.3, -2.8, -6.7, -0.2
Cc1cc(SCC(=O)OCC(=O)c2c(N)n(C)c(=O)n(C)c2=O)c(C)cc1Br
    -5.6, 3.6, -1.0, 1.1, -3.1, 5.6, 4.3, 1.8, -18.3, -1.5
O=C(c1ccc([N+](=O)[O-])s1)N1CCN(c2ccccn2)CC1
    -11.1, -3.4, 1.4, 0.1, -59.0, 11.1, 3.2, -5.7, -9.9, -3.3
COc1ccc(CNC(=O)C2CCCN2S(=O)(=O)c2ccccc2)cc1 (stereo not drawn)
    -6.8, 0.9, 1.7, -0.5, -7.2, 6.8, -3.4, -1.6, -8.2, .
COc1ccc(C(=O)c2ccc(OC)c(OC)c2OC)cc1
    12.9, 5.3, -2.0, -1.2, -14.3, -12.9, -4.7, -3.9, -9.8, -7.0
Cc1ccc(CC2C(=O)N(c3cc(C)ccc3C)C(=O)C2C)cc1 (stereo not drawn)
    9.5, -3.4, -1.2, -1.2, 1.8, -9.5, -5.8, -1.1, -8.5, -0.7
O=C(O)CCNS(=O)(=O)c1ccc2ccccc2c1
    -8.2, -2.5, -0.3, 0.5, -10.5, 8.2, -1.3, 4.7, -8.8, -4.1
COc1cccc(/C=c2/s/c(=C(\C#N)C(=O)N3CCOCC3)n(-c3ccccc3)c2=O)c1
    -2.7, 9.5, 10.8, -1.9, 12.6, 2.7, 1.4, 0.8, -15.0, .
CN(C)c1nc(N)c([N+](=O)[O-])c(NCC2CCCO2)n1 (stereo not drawn)
    2.8, 16.4, ., 1.3, ., -2.8, -5.9, ., -8.9, 2.4
CCOC(=O)NCC(C)(C)CNC(=O)OCC
    -10.3, -3.3, 1.1, 1.3, ., 10.3, -0.6, 5.2, -12.6, -3.1
CCc1nc2ccccc2c(C(=O)OCC(=O)NC(=O)c2cccn2C)c1C
    41.3, -13.0, 3.7, 0.3, 5.6, -41.3, -6.9, -3.8, 2.5, -1.3
COc1ccc(-c2nc(C=O)cs2)cc1
    -24.4, -9.2, 2.0, 0.4, 0.3, 24.4, -6.3, 3.1, 7.7, 24.4
CN(C(=O)c1cccs1)c1ccc(OCC(=O)Nc2ccc(C(=O)O)cc2)cc1
    -39.3, -9.6, 2.4, -1.2, -10.0, 39.3, -0.7, 0.0, 1.7, 0.0
CC12CCC=CC1=C(C=O)C1C2CCC2(C)C(O)CCC12 (stereo not drawn)
    -12.8, -10.3, 2.6, 2.2, -24.0, 12.8, -5.8, -1.5, 9.7, -1.3
O=C(C1CCCO1)N1CCc2ccccc21 (stereo not drawn)
    -3.0, -18.2, -1.2, -0.8, -11.5, 3.0, -4.0, -1.9, 5.3, .
Cc1ccc(C(=O)OCC(=O)NCc2cccs2)cc1C
    -17.4, -4.0, -1.8, -4.7, 12.9, 17.4, -9.8, 4.9, -9.0, -1.0
CC1=CC(=C2C(=O)c3ccccc3C2=O)C=C(C)N1C
    -7.0, -13.1, -0.2, -1.4, 51.6, 7.0, -11.7, 9.7, 6.3, .
CCCSc1cc(N2CCOCC2)nc(-c2ccccc2Cl)n1
    38.4, -0.7, -0.8, -0.8, -6.6, -38.4, -2.7, 2.7, -8.0, .
Cc1cccc2cc(C(c3nnnn3Cc3ccccc3)N3CCCc4ccccc43)c(=O)[nH]c12 (stereo not drawn)
    -19.4, -0.8, 3.9, -0.1, -27.8, 19.4, -7.5, 0.7, -0.1, .
Cc1ccc2c(C)c(C(=O)N3CCN(C4CCS(=O)(=O)C4)CC3)oc2c1C (stereo not drawn)
    -2.2, 3.9, 1.7, -3.8, -2.4, 2.2, -6.0, -3.6, 3.4, -1.2
COc1ccc(C)cc1NC(=O)C1CCCN1S(=O)(=O)c1ccc2c(c1)CCC(=O)N2 (stereo not drawn)
    16.6, -7.4, 4.3, 0.2, -17.9, -16.6, 6.1, 2.5, 5.6, -3.8
COC(=O)C1(C(=O)OC)NOC2C(=O)N(N(C)c3ncc(C(F)(F)F)cc3Cl)C(=O)C21 (stereo not drawn)
    -21.9, -1.1, -2.0, 1.4, -14.2, 21.9, 3.7, -5.9, 7.0, -1.5
COc1ccc2ccccc2c1C1CC(=O)N2CN(C3CCCCC3)CSC2=C1C#N (stereo not drawn)
    -12.8, 10.5, -2.8, 2.8, ., 12.8, -8.5, 0.2, 11.5, -3.6
CCOC(=O)Cc1csc(NC(=O)CSc2nc(=O)[nH]c3c2CCC3)n1
    -6.4, 7.6, -0.8, 1.0, -0.5, 6.4, -3.2, 0.8, -7.4, -4.6
CC(C)c1cc(-c2cc(C(=O)NCc3ccccc3)on2)nc(NCC2CC2)n1
    47.3, -0.8, 17.2, 0.0, -2.3, -47.3, -5.0, -1.0, 4.1, -3.8
Cc1cc(Oc2ccc(=O)n(C)n2)nc(SCCOc2ccccc2)n1
    -5.8, -5.9, -0.5, -0.9, ., 5.8, -8.6, 2.4, -3.7, -0.8
COc1cccc(OCC(=O)N(Cc2nc(-c3ccc(Cl)cc3)no2)C(C)C)c1
    -4.9, -7.5, 4.2, 0.7, 1.3, 4.9, -16.5, 12.5, -13.9, -3.2

# Next section
# Results follow in this order: SR-BI DiI inh, Rtt109 HAT inh, HTR5A ag ctr, CDK5 p35 inh, MITF TRPM1 HTS, SR-BI DiI-HDL act, dFosB act, RTF Ca sens act, PvdQ inh, Wnt bcat act
CC(C)N(C(=O)COC(=O)[C@@H]1CC(O)CN1S(=O)(=O)c1ccc(C(C)(C)C)cc1)C(C)C (stereo partly drawn)
    -23.5, -3.2, -2.8, 1.2, 4.2, 23.5, -9.7, 3.5, 10.2, -1.5
O=C1NC(c2ccccc2)N=C2Oc3ccccc3C=C12 (stereo not drawn)
    -34.3, -1.0, -1.1, 1.4, -7.9, 34.3, -24.2, -0.1, -12.0, 1.1
O=c1[nH]c2ccc(N/C(=N/S(=O)(=O)c3ccccc3)c3ccccc3)cc2[nH]1
    -40.5, 2.8, -8.8, -0.2, -7.7, 40.5, -2.8, -2.6, -4.7, .
On1c(-c2ccco2)nc2c1CCc1nonc1-2
    -21.8, -14.5, 2.9, -2.2, -7.8, 21.8, 4.8, -2.8, -15.0, 2.0
Cc1ccc(NC(=O)c2ccc(-n3cccn3)c([N+](=O)[O-])c2)cc1
    30.2, -4.3, -3.5, 0.3, 19.8, -30.2, -7.7, -2.6, 4.9, 4.3
Cc1n[nH]c(C)c1CCCOc1ccccc1
    -6.8, 9.3, 0.7, 1.8, -7.5, 6.8, -5.9, 2.9, -14.2, .
CCN(CC)C(=O)Oc1ccnc2cc(Cl)ccc12
    5.4, -5.6, -4.2, 1.4, 7.9, -5.4, 3.9, -3.8, -11.7, -3.4
CSCCC(NC(=O)COc1ccccc1)C(=O)N1CCCC(C(F)(F)F)C1 (stereo not drawn)
    -25.5, -21.4, 0.1, -0.3, 5.0, 25.5, -6.1, -2.5, -10.0, -1.2
CCc1nnc(NC(=O)CCC(=O)N2CCN(c3cccc(Cl)c3)CC2)s1
    51.4, 4.8, -2.0, -0.8, 10.4, -51.4, -5.2, 6.3, -8.0, -0.2
O=S1(=O)CCN(Cc2ccc(F)cc2)CC1
    -6.6, -3.4, 1.4, 0.1, -10.7, 6.6, 0.3, 12.0, -7.9, 7.8
O=C(CC1C(=O)NCCN1Cc1ccc(F)cc1)NC1CCCCCCC1 (stereo not drawn)
    -1.8, 13.4, -3.4, -1.7, -19.4, 1.8, -8.6, -2.7, -4.8, -1.7
COc1ccccc1CNC(=O)CCCC(=O)n1nc(C)c2ccccc21
    15.1, -0.3, -1.2, -0.4, 9.5, -15.1, -5.1, -4.9, -1.8, -1.0
Cc1ccccc1-c1nnc(SCC(=O)NCc2ccc3c(c2)OCO3)n1C
    -22.9, 6.8, -2.5, -0.2, -8.9, 22.8, 2.5, -0.3, -17.7, -2.7
CCCCOc1ccc(C(=O)N/C(=C\c2ccc(OC)cc2)C(=O)OCc2ccco2)cc1
    21.7, -3.2, -4.7, -1.3, 17.0, -21.7, 1.3, -0.8, 5.6, -5.5
Cc1ccc(-n2c(Cc3noc4ccccc34)n[nH]c2=S)cc1
    -17.9, -3.2, 0.0, 1.1, -3.2, 17.9, 4.9, -2.6, 12.0, 0.1
COc1ccc(F)cc1S(=O)(=O)Nc1cc2c3c(c1)CCC(=O)N3CCC2
    1.6, 1.5, -3.3, 2.1, -10.5, -1.6, 3.3, -4.2, -9.6, -2.6
COc1ccc(NC(=O)CSc2nc(O)c(Cc3ccccc3)c(=O)[nH]2)cc1
    -6.6, 11.3, 0.1, 0.6, 5.8, 6.6, -8.0, 5.5, -9.7, .
O=C1/C(=N\O)Cc2ccccc21
    -24.2, -8.8, 0.1, -0.3, -5.7, 24.2, -3.5, 3.3, -13.4, 8.9
COc1ccc(-c2cnc[nH]2)cc1
    -13.4, 2.7, -3.3, -1.2, 9.8, 13.3, -1.1, 5.3, -1.7, 2.5
Cc1ccc(C(=O)NNC(=O)COC(=O)COc2ccccc2C#N)cc1
    -16.6, 7.6, -0.2, 0.9, 3.5, 16.6, -7.6, -1.6, -5.5, 0.2
CC[C@]12c3[nH]c4ccc(Cl)cc4c3CCN1C(=O)[C@@H](CC(=O)NCCN1CCOCC1)C[C@@H]2C(=O)N1CCN(C(=O)C2CC2)CC1
    ., 0.2, 2.1, -2.9, 1.1, ., -8.3, -1.3, -11.6, -3.0
COc1ccccc1COn1c(=O)c(-c2ccco2)[n+]([O-])c2ccccc21
    48.9, -18.9, -4.3, -0.2, ., -48.9, -10.0, 6.2, -6.0, 0.2
CCCCNC(=O)C1CCCN1C(=O)Nc1ccccc1 (stereo not drawn)
    -3.0, -11.8, 0.1, 0.5, -14.7, 3.0, 2.5, -4.1, -14.2, .
